TLR9-MyD88 inh = inhibitors of human TLR9-MyD88 binding; Q9NR96+Q99836; CHO BLA complementation TLR9-MyD88, CCF4 FRET ratio; inhibition, % at 4.98 µM; actives 0.21% (n = 340,000); AID 504734;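 active means inhibition above the mean over all tested compounds plus 3 SD, cut at about 21% in these data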;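 further: 0% = DMSO only wells and 100% = clavulanate BLA inhibitor control wells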
MC4R ag barr = agonists of human melanocortin 4 receptor (MC4R) beta-arrestin; P32245; U2OS MC4R beta-arrestin complementation, luminescence; percent of melanotan II response, DMSO zero; activation, % at 8.9 µM; actives 0.98% (n = 360,000);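 active means activation above a per-plate cutoff, the mean activation of sample wells on that plate plus 3 SD, cut at about 8% in these data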
N-glyco inh = blocks N-linked glycosylation in D54 reporter cells | D54 ERlucT glycosylation luciferase reporter, 24 h; percent of 100 nM tunicamycin response | AID 588692 | reporter increase, % at 12.5 µM | actives 0.23% (n = 360,000);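 active means mean luciferase reporter signal, scaled so untreated is 0 and the glycosylation-blocking control 100, at or above a set limit in every replicate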;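 further: luciferase carries N-glycosylation sites so blocking glycosylation raises the light; 0% = median of neutral control wells and 100% = median of 100 nM tunicamycin wells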
ABCB6 inh MLPCN = human ABCB6 transporter inhibition; fluorescence ratio to DMSO, % at 10 µM; Q9NP58; K562-ABCB6 porphyrin accumulation, flow cytometry, 1 h; stronger effect = lower value; AID 602162; actives 0.19% (n = 360,000);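 active means fluorescence ratio to DMSO below 75%, the collection mean minus 3 SD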;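 further: signal is porphyrin accumulated inside mitochondria; 100% equals median channel fluorescence of DMSO control wells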
Target sequence (Q9NP58 whole entry, looked up): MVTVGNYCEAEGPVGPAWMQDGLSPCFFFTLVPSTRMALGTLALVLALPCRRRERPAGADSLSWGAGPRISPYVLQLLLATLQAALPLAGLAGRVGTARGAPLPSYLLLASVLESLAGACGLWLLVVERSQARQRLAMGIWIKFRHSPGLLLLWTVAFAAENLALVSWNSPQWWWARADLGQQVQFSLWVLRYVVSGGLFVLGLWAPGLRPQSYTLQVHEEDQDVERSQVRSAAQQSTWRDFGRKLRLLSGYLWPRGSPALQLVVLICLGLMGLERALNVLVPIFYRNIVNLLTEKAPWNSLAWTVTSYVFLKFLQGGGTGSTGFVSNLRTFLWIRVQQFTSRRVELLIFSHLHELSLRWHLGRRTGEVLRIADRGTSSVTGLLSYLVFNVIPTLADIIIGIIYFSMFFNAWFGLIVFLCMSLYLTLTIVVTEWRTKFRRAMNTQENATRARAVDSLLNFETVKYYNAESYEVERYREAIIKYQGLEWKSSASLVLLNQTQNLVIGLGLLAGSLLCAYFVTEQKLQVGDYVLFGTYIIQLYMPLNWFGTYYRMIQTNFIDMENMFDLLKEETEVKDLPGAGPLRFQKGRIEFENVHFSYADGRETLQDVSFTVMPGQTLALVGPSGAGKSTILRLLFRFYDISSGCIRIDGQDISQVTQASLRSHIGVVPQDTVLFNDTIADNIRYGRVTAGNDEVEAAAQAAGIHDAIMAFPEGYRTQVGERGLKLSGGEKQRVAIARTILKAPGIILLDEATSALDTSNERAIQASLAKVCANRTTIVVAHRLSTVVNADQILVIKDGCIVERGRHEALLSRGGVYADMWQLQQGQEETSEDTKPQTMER
Vif inh = inhibitors of HIV Vif. HEK293T cells, Vif self-association by quenched fluorescence, imaging, 24 h. inhibition, % at 7.49 µM. actives 0.35% (n = 340,000); in the data active means inhibition above about 50%, passing the limit was not always enough; further: some results filed as inactive read as strong as hits
NOD2 RIPK2 PPI = inhibitors of human NOD2-RIPK2 interaction. O43353. CHO BLA complementation NOD2-RIPK2, CCF4 ratio. inhibition, % at 4.98 µM. actives 0.38% (n = 360,000). AID 624267; in the data active means inhibition above about 21%;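 further: 0% = vehicle only and 100% = reference blocker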
ABHD5 PLIN5 PPI = ABHD5-PLIN5 protein interaction inhibition; Q00G26+Q8WTS1; Split G. princeps luciferase complementation, luminescence, 4 h; inhibition, % at 4 µM; actives 0.78% (n = 360,000); AID 602281;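 active means inhibition above the mean inhibition across every tested compound plus 3 SD, cut at about 22% in these data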;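 further: 0% = DMSO only wells and the 100% control is not disclosed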
Exocytosis inh = lytic granule exocytosis inhibition | inhibition, % at 10 µM | actives 0.66% (n = 360,000) | TALL-104 LAMP-1 surface exposure, flow cytometry; cells stimulated with thapsigargin and PMA | AID 651702;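 active means inhibition above about 55%, limit read from the data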
aDG glyco up = increases alpha dystroglycan glycosylation; AID 624168; Pro5-aDG cells, alpha-DG glycosylation AlphaScreen (IIH6); 0% Pro5, 100% B10-LARGE cell signal; actives 0.22% (n = 360,000); activation, % at 10 µM;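 active means activation of at least 8% versus controls, or a plate z-score of at least 8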;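 further: Pro5 are CHO cells carrying HIG-tagged alpha-DG that lacks glycosylation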
MC4R antagonist = antagonists of human melanocortin 4 receptor (MC4R); actives 0.48% (n = 360,000); inhibition, % at 6.5 µM; MC4R-expressing cells, MTII-stimulated cAMP, LANCE TR-FRET; AID 540295; P32245;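 active means inhibition above its plate's cutoff, the mean of tested wells on that plate plus 3 SD, cut at about 29% in these data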;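 further: 0% = Melanotan II alone and 100% = Melanotan II plus saturating MCL0020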
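system = U2OS cells with stable human MC4R expression | also added = Melanotan II challenge after compound preincubation | dosing = one concentration, 6.5 µM nominal | incubation = compound 30 min, challenge 1 h, detection 1 h | measured by = TR-FRET with Eu-cAMP and labeled anti-cAMP, 671 nm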
* hit, by the source's call.

COc1ccc(CCNC(=O)CSc2nc3c(sc(=S)n3-c3ccccc3)c(=O)[nH]2)cc1OC was read as TLR9-MyD88 inh -0.8, MC4R ag barr -0.5, N-glyco inh 0.1, ABCB6 inh MLPCN 92.0, Vif inh 12.6, NOD2 RIPK2 PPI 5.4, ABHD5 PLIN5 PPI -0.1, Exocytosis inh -1.4, aDG glyco up -0.1 and MC4R antagonist -1.5.
Screening O=S(=O)(Nc1ncccn1)c1ccc(Cl)cc1 returned TLR9-MyD88 inh -8.6, MC4R ag barr -0.5, N-glyco inh 0.9, ABCB6 inh MLPCN 101.0, Vif inh 2.5, NOD2 RIPK2 PPI -22.8, ABHD5 PLIN5 PPI 10.8, Exocytosis inh 3.4, aDG glyco up 0.1 and MC4R antagonist -4.3.
`OCCC1CN(C2CCN(c3ccccc3F)CC2)CCN1Cc1ccccc1` (stereo not given) gave TLR9-MyD88 inh -6.1, MC4R ag barr -0.4, N-glyco inh 1.3, ABCB6 inh MLPCN 100.0, Vif inh -2.9, NOD2 RIPK2 PPI -1.5, ABHD5 PLIN5 PPI -3.6, Exocytosis inh 1.0, aDG glyco up -0.2 and MC4R antagonist -0.1.
For O=C(NN=C1CCCCCC1)c1cccs1 the results were TLR9-MyD88 inh -5.7, MC4R ag barr 3.0, N-glyco inh 2.4, ABCB6 inh MLPCN 95.0, Vif inh 13.7, NOD2 RIPK2 PPI -6.4, ABHD5 PLIN5 PPI -5.9, Exocytosis inh -5.4, aDG glyco up 0.0 and MC4R antagonist 1.0.
For Cc1ccc(C(=O)NC(=S)N2CC(C)OC(C)C2)cc1[N+](=O)[O-] (stereo not given) the results were TLR9-MyD88 inh -4.2, MC4R ag barr -1.9, N-glyco inh -1.1, ABCB6 inh MLPCN 98.0, Vif inh -6.4, NOD2 RIPK2 PPI -7.9, ABHD5 PLIN5 PPI -2.0, Exocytosis inh -0.8, aDG glyco up -0.1 and MC4R antagonist 5.2.
`O=C(Nc1cc(N2CCOCC2)ncn1)c1ccccc1` gave TLR9-MyD88 inh 10.2, MC4R ag barr 4.8, N-glyco inh 2.9, ABCB6 inh MLPCN 104.0, Vif inh -13.8, NOD2 RIPK2 PPI -4.4, ABHD5 PLIN5 PPI 4.9, Exocytosis inh -1.8, aDG glyco up 0.2 and MC4R antagonist -4.8.
CC(C)CC(NC(=O)C1CCC(C)CC1)C(=O)Nc1ccc2c(c1)OCCO2 (stereo not given) was read as TLR9-MyD88 inh -3.5, MC4R ag barr -1.2, N-glyco inh -7.9, ABCB6 inh MLPCN 97.0, Vif inh -2.5, NOD2 RIPK2 PPI -9.7, ABHD5 PLIN5 PPI 2.3, Exocytosis inh -4.2, aDG glyco up -0.2 and MC4R antagonist 2.6.
For Cn1cccc1CC(=O)N/N=C/c1cccc2ccccc12 the results were TLR9-MyD88 inh -4.7, MC4R ag barr -1.1, N-glyco inh 0.8, ABCB6 inh MLPCN 94.0, Vif inh 12.0, NOD2 RIPK2 PPI -0.6, ABHD5 PLIN5 PPI -7.2, Exocytosis inh 1.9, aDG glyco up -0.3 and MC4R antagonist 2.8.
CN(CCc1ccccn1)C(=S)Nc1ccc(Cl)c(Cl)c1 was read as TLR9-MyD88 inh -8.2, MC4R ag barr 0.1, N-glyco inh -1.9, ABCB6 inh MLPCN 95.0, Vif inh -0.7, NOD2 RIPK2 PPI -6.2, ABHD5 PLIN5 PPI 0.0, Exocytosis inh -0.2, aDG glyco up 0.1 and MC4R antagonist 7.3.
COc1cc(/C=N/NC(=O)c2cc3ccccc3cc2O)ccc1OCCN1CCCCC1 was read as TLR9-MyD88 inh -3.9, MC4R ag barr 1.2, N-glyco inh -6.8, ABCB6 inh MLPCN 97.0, Vif inh -2.8, NOD2 RIPK2 PPI -9.3, ABHD5 PLIN5 PPI 8.7, Exocytosis inh 0.2, aDG glyco up 0.1 and MC4R antagonist -5.3.
For O=C(Nc1ccc(C(=O)Nc2ccccc2Cl)cc1)c1cccnc1 the results were TLR9-MyD88 inh -7.9, MC4R ag barr -3.6, N-glyco inh -0.8, ABCB6 inh MLPCN 91.0, Vif inh -1.2, NOD2 RIPK2 PPI -6.9, ABHD5 PLIN5 PPI -5.5, Exocytosis inh 10.7, aDG glyco up 1.6 and MC4R antagonist 13.9.
For Cc1ccsc1C1C(C#N)=C(N)N(N(C)C)C2=C1C(=O)CC(C)(C)C2 (stereo not given) the results were TLR9-MyD88 inh 0.9, MC4R ag barr -1.5, N-glyco inh -3.6, ABCB6 inh MLPCN 101.0, Vif inh -5.2, NOD2 RIPK2 PPI -6.6, ABHD5 PLIN5 PPI 2.7, Exocytosis inh 0.9, aDG glyco up 0.3 and MC4R antagonist 0.6.
For O=C(OCC(=O)N1CCCCC1)c1ccccc1SCC(=O)N1CCCCC1 the results were TLR9-MyD88 inh 7.6, MC4R ag barr -1.5, N-glyco inh -0.3, ABCB6 inh MLPCN 88.0, Vif inh 11.4, NOD2 RIPK2 PPI 0.8, ABHD5 PLIN5 PPI -9.0, Exocytosis inh 2.7, aDG glyco up 0.2 and MC4R antagonist 0.8.
O=C(CCC(=O)c1cccs1)NCC(=O)Nc1ccc(F)c(F)c1F was read as TLR9-MyD88 inh -6.9, MC4R ag barr 0.4, N-glyco inh 1.4, ABCB6 inh MLPCN 104.0, Vif inh -0.4, NOD2 RIPK2 PPI -5.4, ABHD5 PLIN5 PPI -2.3, Exocytosis inh -2.5, aDG glyco up 0.2 and MC4R antagonist 22.7.
COc1ccc(OCC(=O)Nc2ccccc2OC)cc1 was read as TLR9-MyD88 inh 4.5, MC4R ag barr 0.0, N-glyco inh 0.1, ABCB6 inh MLPCN 97.0, Vif inh -4.2, NOD2 RIPK2 PPI -4.3, ABHD5 PLIN5 PPI 5.1, Exocytosis inh 4.2, aDG glyco up -0.2 and MC4R antagonist -8.0.
Screening CCN1C[C@@H]2[C@@H]3C(=O)N(Cc4ccccc4)C(=O)[C@@H]3[C@](C)(C1=O)N2C(=O)c1ccc(Cl)c(Cl)c1 returned TLR9-MyD88 inh 4.3, MC4R ag barr -1.1, N-glyco inh -2.8, ABCB6 inh MLPCN 95.0, Vif inh -5.3, NOD2 RIPK2 PPI 4.8, ABHD5 PLIN5 PPI 3.4, Exocytosis inh 6.3, aDG glyco up 0.1 and MC4R antagonist 2.6.
`CC(=O)Nc1c(NC(C)C)c2ccccc2oc1=O` gave TLR9-MyD88 inh -5.4, MC4R ag barr 1.3, N-glyco inh 0.5, ABCB6 inh MLPCN 94.0, Vif inh -4.4, NOD2 RIPK2 PPI -4.9, ABHD5 PLIN5 PPI 4.1, Exocytosis inh -1.9, aDG glyco up -0.2 and MC4R antagonist -1.2.
For CC1CCN(C(=O)COC(=O)c2ccc(Br)o2)CC1 the results were TLR9-MyD88 inh -2.9, MC4R ag barr -3.3, N-glyco inh 2.6, ABCB6 inh MLPCN 99.0, Vif inh -15.4, NOD2 RIPK2 PPI -10.7, ABHD5 PLIN5 PPI 2.3, Exocytosis inh 1.4, aDG glyco up 0.1 and MC4R antagonist -3.8.
For O=C(NC1CCCC1)C(c1ccncc1)N(C(=O)c1ccco1)c1ccc(F)c(Cl)c1 (stereo not given) the results were TLR9-MyD88 inh 0.1, MC4R ag barr 0.7, N-glyco inh 4.7, ABCB6 inh MLPCN 96.0, Vif inh -3.4, NOD2 RIPK2 PPI -2.2, ABHD5 PLIN5 PPI 2.6, Exocytosis inh 2.5, aDG glyco up 0.1 and MC4R antagonist 9.2.
`C=CCN(C(=O)Cn1ncc2c1-c1cc(C)ccc1OC2)c1ccccc1` gave TLR9-MyD88 inh -2.7, MC4R ag barr -0.6, N-glyco inh -5.1, ABCB6 inh MLPCN 92.0, Vif inh -8.0, NOD2 RIPK2 PPI -7.9, ABHD5 PLIN5 PPI -7.7, Exocytosis inh 0.2, aDG glyco up 0.1 and MC4R antagonist 6.2.
For COc1ccc(C(=O)Nc2ccc(-c3ccc(C)o3)cc2)cc1S(=O)(=O)N1CCOCC1 the results were TLR9-MyD88 inh -7.1, MC4R ag barr 0.7, N-glyco inh -8.0, ABCB6 inh MLPCN 95.0, NOD2 RIPK2 PPI 7.4, ABHD5 PLIN5 PPI 22.3*, Exocytosis inh 72.4*, aDG glyco up 2.1 and MC4R antagonist 6.9.
Screening COc1cccc(NC(=S)N(C)C2CCN(C)CC2)c1 returned TLR9-MyD88 inh -1.3, MC4R ag barr 0.0, N-glyco inh 1.5, ABCB6 inh MLPCN 97.0, Vif inh -1.5, NOD2 RIPK2 PPI 2.4, ABHD5 PLIN5 PPI -7.5, Exocytosis inh -2.3, aDG glyco up 0.0 and MC4R antagonist 5.5.
Screening O=c1ccc(-c2ccc(S(=O)(=O)N3CCN(c4cccc(Cl)c4)CC3)o2)n[nH]1 returned TLR9-MyD88 inh -3.1, MC4R ag barr -2.1, N-glyco inh -1.0, ABCB6 inh MLPCN 100.0, Vif inh -8.5, NOD2 RIPK2 PPI -9.3, ABHD5 PLIN5 PPI -5.8, Exocytosis inh -5.6, aDG glyco up 0.1 and MC4R antagonist 6.7.
For CSCCC(C(=O)Nc1c(C)cccc1C)N1CCN(c2ccc(F)cc2)CC1 (stereo not given) the results were N-glyco inh -0.5, ABCB6 inh MLPCN 98.0, NOD2 RIPK2 PPI -4.6, ABHD5 PLIN5 PPI 8.7, Exocytosis inh -6.3 and aDG glyco up -0.2.
`Cc1cc(NC(=O)CN(C)S(=O)(=O)c2cccc(Cl)c2)no1` gave TLR9-MyD88 inh 1.6, MC4R ag barr -2.2, N-glyco inh -0.5, ABCB6 inh MLPCN 100.0, Vif inh 0.1, NOD2 RIPK2 PPI 1.9, ABHD5 PLIN5 PPI 1.7, Exocytosis inh -0.9, aDG glyco up 0.2 and MC4R antagonist 7.6.
O=C(NCC1CCCO1)c1onc(CSc2ccc(F)c(F)c2)c1C(=O)O (stereo not given) was read as TLR9-MyD88 inh 1.1, MC4R ag barr 0.0, N-glyco inh 1.5, ABCB6 inh MLPCN 98.0, Vif inh -3.9, NOD2 RIPK2 PPI -3.1, ABHD5 PLIN5 PPI 1.4, Exocytosis inh -3.6, aDG glyco up 0.2 and MC4R antagonist 4.9.
Screening O=C(CCC1CCCN(C(=O)c2cccs2)C1)N1CCN(c2ccccn2)CC1 (stereo not given) returned TLR9-MyD88 inh -9.1, MC4R ag barr -3.1, N-glyco inh 0.1, ABCB6 inh MLPCN 97.0, Vif inh -1.2, NOD2 RIPK2 PPI 3.7, ABHD5 PLIN5 PPI 1.9, Exocytosis inh -6.4, aDG glyco up -0.1 and MC4R antagonist 8.3.

These rows are one share of the data; count on the stated rates, not on these rows.
